# TTR transcr act: TTR transcription activation, primary screen. 1.3% of 92,000 active. activation, % at 16.7 µM. SH-SY5Y TTR promoter Gaussia luciferase, luminescence; 100% = recombinant luciferase protein wells;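 active means activation above the mean of all tested compounds plus 3 SD, cut at about 9.5% in these data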;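 further: cells exposed to compounds for one day before reading; 0% = median of all test compound wells on the plate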
# * marks the source's active call; other numbers are inactive results. These rows are one share of the data. The share of hits here may be higher or lower than overall.
cpd	canonical_smiles	TTR transcr act
1	CCN(CC(=O)Nc1c(F)cccc1F)C(=O)CNC(=O)c1ccc(C)s1	0.9
2	C[C@@H]1CN([C@@H](C)CO)C(=O)c2cccc(NS(C)(=O)=O)c2O[C@H]1CN(C)C(=O)Nc1ccc(F)cc1	1.7
3	CSc1nc(-c2ccco2)cc(C(F)(F)F)c1C#N	1.8
4	Cc1ccc(-c2nc(-c3ccncc3)no2)cc1Cl	1.0
5	CC(=O)c1c(O)c2ccccc2n(C)c1=O	-1.1
6	CN1CCC(Oc2ccccc2Sc2ccc(C(F)(F)F)cc2)CC1	2.1
7	COc1ccc2nc(N3CCCCC3)c(/C=C3\SC(=S)NC3=O)cc2c1	2.1
8	Cn1nc(C(=O)NCc2ccccc2)c2ccccc2c1=O	-0.3
9	NC(=O)N/N=C/C=C/c1ccc(F)cc1	1.8
10	CSc1ccc(CN2CCC(Oc3cccc(C(=O)N4CCCC4)c3)CC2)cc1	-3.0

# Reprinted at random: 2 compounds from above, in no set order.
cpd	canonical_smiles	TTR transcr act
3	CSc1nc(-c2ccco2)cc(C(F)(F)F)c1C#N	1.8
10	CSc1ccc(CN2CCC(Oc3cccc(C(=O)N4CCCC4)c3)CC2)cc1	-3.0

# (list continues)
cpd	canonical_smiles	TTR transcr act
11	CCCOc1ccc(C(CC(=O)O)NC(=O)c2sc3ccccc3c2Cl)cc1 (stereo not drawn)	-1.2
12	CC(C)CC1(C)NC(=O)N(CC(=O)Nc2ccc3c(c2)CCC3)C1=O (stereo not drawn)	11*
13	FC(F)(F)c1ccc(Sc2n[nH]c(C(F)(F)F)n2)nc1	1.6
14	C/C(=N/NC(=O)c1sc(NS(=O)(=O)c2ccccc2)nc1C)c1ccccc1	2.1
15	COCCn1c(SCC(=O)N2CC(=O)Nc3ccccc32)nc2ccccc21	0.8
16	CCOC(=O)c1sc(Nc2ccc(C)cc2C)nc1C	-2.2
17	O=C(Nc1nnc(COc2ccc(F)cc2)s1)c1ccco1	-0.5
18	Cc1cccc(NC(=O)C2(c3ccccc3)CC2(Cl)Cl)c1 (stereo not drawn)	-0.5
19	Cc1cccn2cc(CSc3nnc(Nc4ccc(C(C)C)cc4)s3)nc12	1.1
20	COc1ccc(-c2noc(Cc3ccc(Cl)cc3)n2)cc1OC	1.0
21	Cc1nccn1-c1c([N+](=O)[O-])c(=O)n(C)c2ccccc12	-2.0
22	COc1ccc(C(=O)NC(=S)N2CCCCC2c2cccnc2)cc1OC (stereo not drawn)	-0.1
23	CN(C(=O)COc1cccc(C#N)c1)C1CCS(=O)(=O)C1 (stereo not drawn)	0.8
24	Nc1nc(-c2ccc3c(c2)CCO3)cs1	-0.3
25	COc1ccccc1-n1cc(-c2ccc([N+](=O)[O-])cc2)[nH]c1=S	1.3
26	COc1ccc(OCc2cc(C(=O)NCC(C)(C)N3CCOCC3)no2)c(Cl)c1	-1.4
27	Cn1c(N)c(C(=O)CSc2nnc(C3CC3)n2-c2ccccc2)c(=O)[nH]c1=O	-0.5
28	CCOC(=O)C1OC2(CCCC2)OC1C(=O)OCC (stereo not drawn)	-1.6
29	COCCN(C(=O)c1ccccc1F)c1c(N)n(Cc2ccccc2)c(=O)[nH]c1=O	0.8
30	CCOc1ccccc1NC(=O)c1cccc(NC(=O)C(C)C)c1	-1.8
31	CCc1cccc(C)c1NC(=O)C1CCN(C(=O)c2ccc([N+](=O)[O-])cc2)CC1	-1.1
32	O=C1NC(=O)/C(=C/c2ccc(OS(=O)(=O)c3ccc(F)cc3F)cc2)N1	-0.6
33	Cn1cnc(C(=O)NC2CCN(C(=O)OC(C)(C)C)CC2)c1C(=O)NC1CCN(C(=O)OC(C)(C)C)CC1	-0.3
34	C/C(=N/NC(=O)CNC(=O)c1cccnc1)c1ccco1	-1.6
35	C[C@@H]1CCN(C2CC2)S(=O)(=O)c2ccc(N3CCC[C@H]3C)cc2O1	-0.3
36	N#Cc1cc2c(nc1SCc1cccc(Cl)c1)CCCCC2	4.4
37	C[C@@H]1CN([C@@H](C)CO)C(=O)CCCn2nncc2CO[C@H]1CN(C)S(=O)(=O)c1ccccc1F	-0.2
38	CN(C(=O)CSc1nnc(-c2cccnc2)o1)C1CCCCC1	-0.4
39	CC1CCN(CCCNC(=O)C2CCCN(c3ncnc4c3nc3n4CCCCC3)C2)CC1 (stereo not drawn)	3.3
40	O=C(NCc1ccco1)c1cc(-c2ccc(F)cc2)on1	2.7
41	C=C(C)C(=O)Nc1cccnc1Oc1ccc(F)cc1	0.0
42	Cc1ccc(S(=O)(=O)NC(CC(=O)O)c2ccc(F)cc2)cc1 (stereo not drawn)	0.8
43	CCCOC(=O)c1ccc(Oc2cn[nH]c2-c2ccc(O)cc2O)cc1	-4.7
44	COc1ccc2[nH]c3nc(SC(C)C)nnc3c2c1	-1.3
45	O=C(CN1CCN(c2ccc(C(F)(F)F)cn2)CC1)Nc1ccc2c(c1)OCO2	-0.8
46	CCC(CO)Oc1cc(NCc2ccncc2)c2ncn(C(C)C)c2c1 (stereo not drawn)	3.5
47	O=C(c1ccc(Cn2c(=S)[nH]c3ccc(N4CCOCC4)cc3c2=O)cc1)N1CCC(N2CCCCC2)CC1	-1.1
48	CC(C)(C)[C@@H]1/C(=C/C2CC2)N2C(=O)C[C@@H](c3ccccc3)N=C2N1Cc1ccc2c(c1)OCO2	-1.6
49	CC12CCC(=O)C=C1CCC1C2C(O)CC2(C)C1CCC2(O)C(O)CO (stereo not drawn)	0.1
50	Cc1cccc(C)c1NC(=O)CNC(=O)CNC(=O)c1ccc2c(c1)OCO2	1.3
51	COc1ccc(S(=O)(=O)N(C)C)cc1NC(=O)COC(=O)c1nc2nccc(C)n2n1	-0.2
52	Cc1cc(C)cc(NC(=S)N(CCN(C)C)Cc2cccs2)c1	-1.0
53	CCSc1ncc(C#N)c(=O)[nH]1	3.4
54	CCN1CCN(c2ncc(C(=O)Nc3ccccc3C(=O)OC)c3ccccc23)CC1	2.2
55	COc1ccc(/C=N/OCC(=O)N=Nc2c(O)[nH]c3ccc(Br)cc23)cc1OC	-2.2
56	Cc1nc(-c2ccc(C(=O)Nc3cccc(Br)c3)cc2)cs1	-6.4
57	Cc1ccc2nc3c(c(C(=O)OC4CCOC4=O)c2c1)CCCC3 (stereo not drawn)	5.7
58	COc1cc(NC(=O)Cn2c(=O)n(-c3cccc(C)c3)c(=O)c3c(C)c(C)sc32)cc(OC)c1	0.7
59	O=C(O)COc1ccccc1/C=C1\SC(=S)N(/N=C/c2ccccc2O)C1=O	-1.7
60	Cc1nnsc1C(=O)Nc1ccc(Cl)cc1Cl	3.3

# (listing goes on)
cpd	canonical_smiles	TTR transcr act
61	C/C(=N/NC(=O)c1ccc(C)nc1)c1ccc2c(c1)CCCC2	0.6
62	CC(C)Oc1ccc(F)cc1-c1cc(C(=O)NCc2cccs2)[nH]n1	-1.6
63	COc1ccc(CCN2CC(C(=O)NCc3nc4ccccc4n3C)CCC2=O)cc1 (stereo not drawn)	-0.9
64	O=C(CNC(=O)c1ccccc1)OCc1nnc(-c2ccc(Cl)cc2)o1	-1.4
65	CCOC(=O)[C@H]1[C@H]2COc3ccc(C)cc3[C@@H]2N2C(=O)c3ccccc3NC(=O)[C@@]12C	-1.3
66	O=C(O)c1cc2ncc(CCO)cn2n1	0.0
67	Cc1cc(=O)oc2c(C)c(OCC(=O)NC3CCN(Cc4ccccc4)CC3)ccc12	0.7
68	Cc1cc(C)nc(NC(=O)COc2cc(Cl)cc(Cl)c2)n1	1.0
69	COc1ccc(OC)c(NC(=O)COC(=O)CCc2ccc(S(=O)(=O)N3CCOCC3)cc2)c1	0.4
70	COc1ccc(-c2csc(NC(=S)NC(=O)c3ccco3)n2)cc1	-1.6
71	O=C(c1cccc(Oc2ccccc2)c1)N1CCOCC1	3.5
72	CCn1nnnc1NCc1ccc(OCc2c(F)cccc2Cl)c(OC)c1	4.8
73	CCOc1ncccc1C(=O)OCC(=O)Nc1cccc(C(C)=O)c1	-0.4
74	CCOC(=O)/C=C(\C)N1N=C(c2ccccc2)CC1c1ccccc1 (stereo not drawn)	-0.4
75	CC(C)/C=C/C(=O)N1CCC(N2CCC(C(=O)N3CCOCC3)CC2)CC1	-1.4
76	COc1cccc(OCc2nnc(-c3cccs3)o2)c1	-1.5
77	COc1ccc(NC(=O)O/N=C/c2ccccc2Cl)cc1	-1.4
78	CCOP(=O)(c1ccccc1)C(O)c1ccc(Br)cc1 (stereo not drawn)	-0.1
79	CC1CCN(C(=O)c2cc3ccccc3cc2O)CC1	-0.6
80	Cc1occc1C(=O)N/N=C/c1ccccc1[N+](=O)[O-]	0.0
81	CCOC(=O)N1CCN(c2c(N3CC=C(c4ccccc4)CC3)c(=O)c2=O)CC1	0.1
82	CC(C)(C)OC(=O)N1O[C@H]2C[C@@H]1[C@@H]1[C@@H]2N=NN1C12CC3CC(CC(C3)C1)C2	1.4
83	Cc1ccc(-c2nc3cc(Br)cnc3nc2-c2ccc(C)cc2)cc1	0.7
84	Cc1ccccc1NC1=NC(=S)N(c2ccccc2)C12CCCCC2	-1.1
85	Cc1nc(N2CCOCC2)c(C#N)c(C)c1Br	-2.1
86	CCOc1ccc(C(=O)N/N=C/c2cc([N+](=O)[O-])cs2)cc1	-0.1
87	Nc1cc2ccccc2oc1=O	1.9
88	CN(C)S(=O)(=O)c1ccc(N2CCOCC2)c(C(=O)O)c1	-2.2
89	CCOc1ccc(OCC(=O)OC(C)C(=O)NC2CCCCC2C)cc1 (stereo not drawn)	1.2
90	O=C(CSc1ccc2nnc(-c3ccccc3)n2n1)N1CCCCC1	0.0
91	Cc1ccc(C2CC(=O)c3cnc(NC(=O)c4ccco4)nc3C2)cc1 (stereo not drawn)	2.0
92	CNc1nnc(-c2ccco2)s1	5.0
93	COc1ccc(C(=O)/C=C2/c3ccccc3CC(C)(C)N2C)cc1OC	-2.5
94	CN1C(=O)c2cc(NS(C)(=O)=O)ccc2OC[C@@H]2O[C@@H](CC(=O)NCc3ccc(-c4ccccc4)cc3)CC[C@H]21	4.0
95	CCOC(=O)N1CCN(C(=S)NC(=O)c2nn(C)cc2Br)CC1	2.9
96	COc1ccc(C/C(C)=N/NC(=O)c2ccc(Cl)cc2)cc1	0.2
97	Fc1c(F)c(F)c(NC2=NCCCCC2)c(F)c1F	0.0
98	O=C(NC1CCCCC1)C1CCCN(c2nnnn2-c2ccccc2)C1 (stereo not drawn)	1.0
99	CCC(C)OC1OC(CO)C(O)C(O)C1NC(C)=O (stereo not drawn)	-1.0
100	Cc1nnc(SCC(=O)Nc2c(Cl)cccc2Cl)[nH]c1=O	1.6

# Compounds from the list above that contain two or more sulfur atoms, in the order listed:
cpd	canonical_smiles	TTR transcr act
7	COc1ccc2nc(N3CCCCC3)c(/C=C3\SC(=S)NC3=O)cc2c1	2.1
14	C/C(=N/NC(=O)c1sc(NS(=O)(=O)c2ccccc2)nc1C)c1ccccc1	2.1
19	Cc1cccn2cc(CSc3nnc(Nc4ccc(C(C)C)cc4)s3)nc12	1.1
52	Cc1cc(C)cc(NC(=S)N(CCN(C)C)Cc2cccs2)c1	-1.0
59	O=C(O)COc1ccccc1/C=C1\SC(=S)N(/N=C/c2ccccc2O)C1=O	-1.7
70	COc1ccc(-c2csc(NC(=S)NC(=O)c3ccco3)n2)cc1	-1.6

# Further compounds follow:
cpd	canonical_smiles	TTR transcr act
101	O=C1CC2(CCCC2)C(=O)N1c1ccc(S(=O)(=O)NCC2CC2)cc1Cl	7.8
102	CCCC(=O)c1c(NC(C)C)cc(C)oc1=O	-0.6
103	CC1CCC/C(=N\NC(=O)COc2ccc(Cl)cc2Cl)C1 (stereo not drawn)	8.3
104	O=c1[nH]c2ccc(S(=O)(=O)Nc3ccccc3O)cc2[nH]1	-2.2
105	Cc1c2n(c3ccccc13)CC/C2=N\O	-0.6
106	N#C/C(=C/c1ccncc1)c1nc2ccccc2s1	1.7
107	COc1ccc(S(=O)(=O)N(Cc2ccc(OC)c(OC)c2)Cc2ccco2)cc1	1.1
108	COc1ccccc1C(=O)N=Nc1c(O)[nH]c2ccc([N+](=O)[O-])cc12	-0.2
109	COc1ccccc1C(=O)NCC(=O)NC1CCCc2ccccc21 (stereo not drawn)	2.4
110	Cc1nnc2c(NC3CCCC3)nc3ccccc3n12	-1.9
111	CC(C)(C)n1nc2c(c1NC(=O)Cc1cccc3ccccc13)CS(=O)(=O)C2	8.9
112	Nc1nc(N)c2cc(Sc3ccc(Cl)cc3)ccc2n1	-3.7
113	O=C(COC(=O)COc1cccc(C(F)(F)F)c1)Nc1ccc(N2CCOCC2)cc1	7.6
114	CCOC(=O)C(CCOc1cccc(CC)c1)C(=O)OCC	-1.5
115	Cc1cc(C)c(NC(=O)CN)c(C)c1	3.6
116	COc1ccc([C@H]2CN(Cc3ccccc3)C(=O)[C@@H]2CC(=O)Nc2ccccc2)cc1	-1.8
117	COc1cccc(O)c1CN1CCCC(C(=O)c2cccc(C(F)(F)F)c2)C1 (stereo not drawn)	0.1
118	CC1CN(C(=S)SCC(=O)c2ccc([N+](=O)[O-])cc2)CC(C)O1 (stereo not drawn)	0.1
119	CCCOc1ccc(NC(=O)CC2C(=O)Nc3ccccc3N2CC(=O)N2CCCC2)cc1 (stereo not drawn)	-0.5
120	Cc1nc(SC2CC(=O)N(c3ccccc3)C2=O)n[nH]1 (stereo not drawn)	2.2
121	CSc1nc(SCC(=O)O)c2sc3nc(-c4ccccc4)c4c(c3c2n1)CCC4	1.1
122	CCC1([N+](=O)[O-])COC(C=Cc2ccccc2)OC1 (stereo not drawn)	-1.5
123	O=C(NCc1cccs1)c1cnn2cccnc12	3.0
124	CCC(=O)Nc1ccc2c(c1)ncn2-c1ccc(OC)cc1	3.5
125	O=C(Oc1c(Cl)cc(Cl)c2ccccc12)N1CCCC1	-1.3
126	NC(=O)C1CCN(C(=O)CSc2nc(O)cc(=O)[nH]2)CC1	0.2
127	N#Cc1ccc(Oc2ccc(C(N)=O)cc2)cc1C#N	1.7
128	CC[C@H](C)[C@@H](C(=O)NCCCCCCCCCCC(=O)N1CCNCC1)n1cc(CCCCCN)nn1	2.4
129	CCc1nc(N)nc2c1C(=O)CC(C)(C)C2	-0.4
130	O=C(Nc1nc2ccccc2[nH]1)C1CC1	0.2
131	COc1ccc(CCNC(=O)CSc2ccccc2)cc1OC	-1.1
132	CC(=O)Nc1ccc(S(=O)(=O)NCc2ccc(C(=O)NCCCN3CCC(C)CC3)cc2)cc1	1.0

# From PubChem BioAssay
